Assay outcomes deposited in PubChem by National Center for Advancing Translational Sciences (NCATS).
HP1b binding inh: blocks HP1-beta chromodomain binding to methylated histone tails; AlphaScreen HP1-beta / biotin-H3K9me3 peptide binding; AID 540317; Potency, µM (highest dose often 114 µM), without a hit: at the top dose activity change, negative = inhibition, actives largely listed as inhibitors; 0.56% of 390,000 active; P83916; further: nearly all actives have a fitted effect of over 70% in size; inactives centre near 23
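AlphaScreen: HP1-beta (50 nM) preformed 30 min with biotin-H3(1-18)K9me3 peptide (50 nM) in PBS pH 7.4, 0.01% Tween-20. Compound added for 30 min at RT, then streptavidin donor/nickel chelate acceptor beads (10 ug/mL) for 30 min.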
RGS4 inh: human RGS4 inhibition. 0.039% of 390,000 active. P49798. Potency, µM (top dose mostly 114 µM), inactives show at the top dose activity change, negative = inhibition, hits mostly inhibitors. Transcreener GDP fluorescence polarization, RGS4-accelerated GTP hydrolysis. AID 504845; further: on the % scale 0 is the no-effect control and ±100 the full control effect; nearly all actives have a fitted effect of over 75% in size; some results filed as inactive show a strong effect at the top dose
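MLSMR compounds (23 nl, pin-transferred) preincubated 10 min at room temperature with a 500nM (2x) first reagent, then RGS4 at 900nM (2x) plus Transcreener GDP mix added; fluorescence polarization (620/688 nm) read before and after 90 min at 30 °C.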
Pin1 inhibitor: inhibitors of human Pin1; Pin1 FP peptide displacement, HiFluor488, 10 min; Q13526; 0.009% of 390,000 active; Potency, µM (titrated, usually from 115 µM), for the others: at the top dose activity, negative = inhibition, most hits filed as inhibitors; active means well fitted inhibition curve with a large enough effect in the polarisation, with a control signal flat, not every such curve was filed as active; inconclusive means small, poorly fitted or top-dose-only effect, or effect the other way, or a change in a side signal; inactive means no such curve, though single readings can be large or run the other way; the % refers to the polarisation; further: on the % scale 0 is the no-effect control and ±100 the full control effect
12-LOX inh: blocks human arachidonate 12S-lipoxygenase. Potency, µM (doses to about 108 µM), for inactives: at the top dose activity change, negative = inhibition, most hits filed as inhibitors. P18054. 1.1% of 580,000 active. purified 12hLO, xylenol orange hydroperoxide absorbance. AID 1671190; further: on the % scale 0 is the no-effect control and ±100 the full control effect
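Hydroperoxide product was detected by ferrous iron/xylenol orange as the 573 to 405 nm absorbance ratio. Arachidonic acid at 40 uM (final) was turned over for 30 min at room temperature by 150 nM human 12hLO, pH 7.0 Hepes buffer, after 15 min compound preincubation.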
Tb PGK inh: blocks T. brucei phosphoglycerate kinase; Potency, µM (doses to about 57.5 µM), inactives show at the top dose activity change, negative = inhibition, actives largely listed as inhibitors; PGK/GAPDH coupled, Kinase-Glo luminescence, 60 min; 0.043% of 380,000 active; further: on the % scale 0 is the no-effect control and ±100 the full control effect; nearly all actives have a fitted effect of over 60% in size
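Recombinant glycosomal PGK reaction used 1,3-bisphosphoglycerate generated in-well by GAPDH (100nM final) in 100mM TEA pH 7.6, 5mM MgCl2, 0.01% Tween-20. After 60 minutes at room temperature, ATP was read by Kinase-Glo Plus luminescence end-point.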
ERG Ets-DNA blk: ERG Ets/DNA interaction inhibition; Potency, µM (doses to about 76.9 µM), without a hit: top-dose FP activity, negative = inhibition, hits mostly inhibitors; 0.028% of 370,000 active; AID 624246; P11308; fluorescence polarization, His-ERG Ets domain / labelled DNA; active means well fitted inhibition curve with a large enough effect in the polarisation, with a control signal flat; inconclusive means small, poorly fitted or top-dose-only effect, or effect the other way, or a change in a side signal; inactive means no such curve, though single readings can be large or run the other way; the % refers to the polarisation;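 further: polarization taken with two DNA probes labelled with fluorescein and Texas red; % of control where 0% means no effect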
Target sequence (P11308 whole entry, looked up, the tested form may be a part): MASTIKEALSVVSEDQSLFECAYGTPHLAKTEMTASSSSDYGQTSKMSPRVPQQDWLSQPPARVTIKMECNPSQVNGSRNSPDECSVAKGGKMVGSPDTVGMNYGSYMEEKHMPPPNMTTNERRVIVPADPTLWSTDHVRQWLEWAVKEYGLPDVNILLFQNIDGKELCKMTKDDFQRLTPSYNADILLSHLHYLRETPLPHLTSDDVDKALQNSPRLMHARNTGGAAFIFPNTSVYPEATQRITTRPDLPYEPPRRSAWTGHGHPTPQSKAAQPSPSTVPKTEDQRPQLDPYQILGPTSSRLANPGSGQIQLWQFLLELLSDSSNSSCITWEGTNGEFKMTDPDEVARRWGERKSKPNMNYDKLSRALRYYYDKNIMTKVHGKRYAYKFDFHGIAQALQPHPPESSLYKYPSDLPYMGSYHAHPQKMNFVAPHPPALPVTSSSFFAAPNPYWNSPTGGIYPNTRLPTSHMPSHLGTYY
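His-tagged ERG Ets domain (1 uM in the protein solution; 300mM KCl, 50mM Tris-HCl, 1mM EDTA, 1mM DTT, pH 7.5) received compound, then a probe mix of 5 nM fluorescein-DNA and 100nM Texas-615-DNA. Fluorescence polarization was read for both dyes.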
rTrxR1 inhibitor: blocks rat thioredoxin reductase 1; O89049; recombinant rTrxR1, NADPH fluorescence consumption, selenite substrate; Potency, µM (top dose mostly 114 µM), for the others: at the highest dose activity change, negative = inhibition, usual class: inhibitors; 1% of 390,000 active; AID 588453; further: on the % scale 0 is the no-effect control and ±100 the full control effect; nearly all actives have a fitted effect of over 65% in size
Target sequence (O89049 whole entry, looked up): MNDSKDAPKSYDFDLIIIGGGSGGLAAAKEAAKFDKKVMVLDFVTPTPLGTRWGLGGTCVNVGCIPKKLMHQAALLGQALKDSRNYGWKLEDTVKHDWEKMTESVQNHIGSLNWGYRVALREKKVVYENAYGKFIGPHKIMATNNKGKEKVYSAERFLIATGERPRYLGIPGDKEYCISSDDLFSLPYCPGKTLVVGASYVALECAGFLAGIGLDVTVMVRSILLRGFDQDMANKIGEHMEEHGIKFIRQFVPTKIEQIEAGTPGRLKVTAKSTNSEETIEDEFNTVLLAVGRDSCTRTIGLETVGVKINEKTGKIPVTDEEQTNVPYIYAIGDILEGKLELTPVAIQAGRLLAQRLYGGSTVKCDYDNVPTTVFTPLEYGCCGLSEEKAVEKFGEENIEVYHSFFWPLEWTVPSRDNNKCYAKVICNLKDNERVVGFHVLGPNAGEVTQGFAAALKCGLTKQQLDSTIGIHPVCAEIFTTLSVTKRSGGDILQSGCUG
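Rat TrxR1 (90 nM in the dispensed reagent) was pre-reduced with 400 uM NADPH for 5 min at room temperature, then incubated with compound for 15 min. After 400 uM selenite was added, NADPH fluorescence (Ex 340/Em 450 nm) was followed for 8 min.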
GLS inhibitor: inhibitors of human glutaminase (GLS) | Potency, µM (series often up to 45.5 µM), for the others: at the top dose activity change, negative = inhibition, actives largely listed as inhibitors | 0.21% of 410,000 active | GLS enzymatic activity, qHTS titration; further: on the % scale 0 is the no-effect control and ±100 the full control effect
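Glutamate formation by hKGA was monitored fluorometrically using coupled glutamate oxidase, HRP and Amplex Red. Substrate was added as 1 mM L-glutamine solution; incubation was 30 min at RT after an initial read.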
JMJD2A Tudor: inhibitors of human JMJD2A Tudor domain | O75164 | AlphaScreen JMJD2A-Tudor / H3K4me3 peptide binding | Potency, µM (doses to about 114 µM), without a hit: at the top dose activity change, negative = inhibition, usual class: inhibitors | 4.4% of 390,000 active; further: on the % scale 0 is the no-effect control and ±100 the full control effect; nearly all actives have a fitted effect of over 50% in size
* marks the source's active call; other numbers are inactive results; i = inactive; ? = inconclusive; . = no result given; & = joins results of further samples; [ ] = another dose, or the depositor's remark. Unless noted, the call rests on the fitted dose curve; in most records, active means well fitted curve in the direction sought with a large enough effect; inconclusive means small, poorly fitted or top-dose-only effect, or another doubt; inactive means no such curve, though single readings can be large; an effect the other way counts as inactive or inconclusive. Potency means the concentration at half of the fitted maximal effect. This is a subset, so the mix of outcomes need not match the whole.

nr	HP1b binding inh	RGS4 inh	Pin1 inhibitor	12-LOX inh	Tb PGK inh	ERG Ets-DNA blk	rTrxR1 inhibitor	GLS inhibitor	JMJD2A Tudor	SMILES
1	36%	34%	4%	-5%	1%	5%	7%	8%	-9%	CC(CN1C(C)CCCC1C)OC(=O)c1ccccc1Cl (stereo not given)
2	38%	-2%	2%	5%	-8%	5%	28%[57.1 µM]	0%	3%	Cc1ccc(NC(=O)COC(=O)C2=COCCO2)c([N+](=O)[O-])c1
3	63%[activator]	8%	38%[activator]	3%	-7%	12%	-3%	-1%	4%	O=C(Cc1ccc(S(=O)(=O)N2CCOCC2)s1)OCc1ccc(Cl)cc1
4	40%[activator]	16%	-4%	-20%	2%	3%	23%	6%	6%	Cc1cccc(NC(=O)c2ccc([N+](=O)[O-])s2)n1
5	34%	18%	-3%	0%	-6%	-6%	9%	1%	-12%	COc1cccc(NC(=O)C2C3C=CC4(O3)C2C(=O)N(C2CC2)C4C(=O)NC2CCCCC2C)c1 (stereo not given)
6	25%	-4%	0%	-25%	1%	-2%	-3%	17%	10%	CCOc1ccc(NC(=S)NN2CCN(C)CC2)cc1
7	28%	11%	-1%	-5%	-9%	-15%	-10%	-9%	-7%	O=C(Nc1ccsc1C(=O)NC1CCCCC1)c1ccc(F)cc1
8	23%	11%[56.9 µM]	8%	0%	-9%	7%	24%	3%	-13%[57.1 µM]	Cc1cccc2cc(CN(CCc3ccccc3)C(=O)N3CCOCC3)c3nnnn3c12

Reprinted from the part before: four compounds, followed by the next part.
nr	HP1b binding inh	RGS4 inh	Pin1 inhibitor	12-LOX inh	Tb PGK inh	ERG Ets-DNA blk	rTrxR1 inhibitor	GLS inhibitor	JMJD2A Tudor	SMILES
5	34%	18%	-3%	0%	-6%	-6%	9%	1%	-12%	COc1cccc(NC(=O)C2C3C=CC4(O3)C2C(=O)N(C2CC2)C4C(=O)NC2CCCCC2C)c1 (stereo not given)
6	25%	-4%	0%	-25%	1%	-2%	-3%	17%	10%	CCOc1ccc(NC(=S)NN2CCN(C)CC2)cc1
7	28%	11%	-1%	-5%	-9%	-15%	-10%	-9%	-7%	O=C(Nc1ccsc1C(=O)NC1CCCCC1)c1ccc(F)cc1
8	23%	11%[56.9 µM]	8%	0%	-9%	7%	24%	3%	-13%[57.1 µM]	Cc1cccc2cc(CN(CCc3ccccc3)C(=O)N3CCOCC3)c3nnnn3c12
9	6%	19%	-4%	-10%	4%	-2%	-3%	-10%	-4%	CCC1(c2ccccc2)NC(=O)N(CC(=O)Nc2ccccc2C(=O)NC2CCCC2)C1=O (stereo not given)
10	30%	-8%	-3%	-2%	7%	0%	58%[activator]	1%	-16%	COc1cccc(-c2nnc(-c3ccc(C)o3)o2)c1
11	11%	16%	5%	-9%	1%	21%	-33%	14%	-25%	CCOc1ccc(-c2csc(NC(=O)CSCC(=O)O)n2)c2ccccc12
12	35%	14%	2%	-14%	2%	-3%	6%	-9%	-4%	O=C(Cc1ccccc1)n1nc(-c2ccccc2)nc1NCc1ccco1
13	31%	-5%	0%	-1%	-9%	4%	24%	-1%	-6%	O=C(c1ccc([N+](=O)[O-])cc1)N1CCc2ccccc2C1
14	14%	30%	-3%	170%[activator]	0%	5%	-14%	0%	-18%	CCCCCCOc1ccc(C(CC(=O)O)C(N)=O)cc1 (stereo not given)
15	30%	16%	23%	-20%	12%	-5%	13%[57.1 µM]	4%	6%	Cc1ccc(N2C(=O)N(Cc3cccc(Cl)c3)c3ccccc3S2(=O)=O)cc1
16	1%	12%	15%	3%	9%	4%	4%[57.1 µM]	0%	-17%	Cc1cc(C)nc(-n2ncc3c2CC(c2ccccc2)CC3=O)n1 (stereo not given)
17	30%	-16%	1%	0%	6%	-6%	9%	-1%	3%	Cc1ccc(S(=O)(=O)NC2=NCN(CCN3CCOCC3)CN2)cc1
18	20%	-29%	-5%	2%	-1%	-4%	-13%	3%	-8%	Cc1c(C(=O)Nc2cccc([N+](=O)[O-])c2)csc1-c1ccccc1
19	32%	-17%	-7%	-19%	i	11%	-4%	6%	-19%	Cc1ccc(NC(=O)C2CCN(C(=O)c3ccccc3C)CC2)nc1
20	27%	-53%	8%	4%	-6%	2%	10%	0%	-26%	OCC1OC(Oc2c[nH]c3ccccc23)C(O)C(O)C1O (stereo not given)
21	48%[activator]	-26%	-4%	76%[activator]	-6%	-10%	20%[57.1 µM]	0%	-8%	COc1ccc2c(C)cc(=O)[nH]c2c1
22	22%	-4%	1%	-2%	6%	3%	11%	19%	5%	O=C(c1ccccc1)n1ccc(-c2cnc(-c3ccccc3)s2)n1
23	-1%	-4%	1%	-3%	-1%	4%	-4%	5%	-24%	Cc1cc(N2CCCCC2)ccc1[N+](=O)[O-]
24	15%	-13%	-24%	-20%	i	-6%	-2%	-1%	-4%	COc1ccc(Br)cc1CN(C)C(=O)Cc1ccc(S(=O)(=O)N2CCOCC2)s1
25	24%	-12%	2%	-28%	-3%	.	25%	9%	3%	Cc1ccnc(NS(=O)(=O)c2cccs2)c1
26	12%	-4%	-3%	11%	i	-3%	-9%	3%	?	COc1ccc(C)cc1NC(=O)CNc1ccccc1CN(C)C1CCCCC1
27	29%	-4%	2%	-11%	9%	-1%	-17%	10%	-8%	CN(C)/C=N/c1sccc1C(N)=O
28	29%	-5%	-6%	-1%	-4%	-1%	14%	-2%	-19%	O=C1C(C2=NC(c3ccccn3)C3C(=O)N(c4ccccc4)C(=O)C23)=C(O)c2ccccc21 (stereo not given)
29	30%	-2%	-2%	6%	3%	14%	2%	11%	4%	COc1cc(OC)cc(-c2nc3ccccc3c(=O)o2)c1
30	38%[activator]	-17%	-2%	-3%	i	-1%	22%[57.1 µM]	-10%	11%	O=C(COC(=O)c1ccc(Br)o1)NCCc1ccccc1
31	12%	0%	-5%	11%&-1%	i	20%	20%[57.1 µM]	-6%	-25%	COC(=O)Cn1nc(-c2ccc(C)cc2)c2ccccc2c1=O
32	35%	3%	4%	-6%	0%	14%	-5%	11%	-15%	CCn1cc(/C=N\NC(=O)c2csc3ccccc23)c(C)n1

Entries by screen from the list:
Compounds 25 to 32 in rTrxR1 inhibitor read 25%, -9%, -17%, 14%, 2%, 22%[57.1 µM], 20%[57.1 µM], -5%

Carrying on.
nr	HP1b binding inh	RGS4 inh	Pin1 inhibitor	12-LOX inh	Tb PGK inh	ERG Ets-DNA blk	rTrxR1 inhibitor	GLS inhibitor	JMJD2A Tudor	SMILES
33	10%	7%	0%	1%	-4%	12%	4%[57.1 µM]	23%	-16%	NC(=O)CSc1nccn1Cc1ccc(Cl)cc1
34	12%	-28%	44%[activator]	?	-9%	10%	14µM*	0%	-29%	CC(NC(=O)/C=C/c1ccco1)c1nc2ccccc2n1Cc1cccc(Cl)c1 (stereo not given)
35	26%	35%	1%	-7%	5%	-2%	6%	-8%	-11%	COc1ccccc1N1CCN(C(=O)CN2C(=O)COc3ccc(S(=O)(=O)N4CCOCC4)cc32)CC1
36	13µM*	0%	3%	?	-6%	-4%	29%[57.1 µM]	26%	14µM*	CC/C(=N\Nc1ccccc1[N+](=O)[O-])c1ccc(O)cc1
37	9%	-35%	9%	.	-10%	-14%	35µM*	-1%	-27%	CC(=O)O[C@H]1CC(C)(C)C(=C=C/C(C)=C/C=C/C(C)=C/C=C/C=C(C)/C=C/C=C(\C)C(=O)C[C@@]23O[C@]2(C)C[C@@H](O)CC3(C)C)[C@](C)(O)C1
38	36%[activator]	13%	-2%	-7%	-2%	-3%	14%	-9%	-19%	COC(=O)c1cc(S(=O)(=O)N2CCCCCC2)cn1C
39	26%	4%	-14%	22%	-1%	-3%	11%[57.1 µM]	16%	-22%	CC(C)(C)OC(=O)C[C@@H]1C/C=C\C[C@@H](CC(=O)NCCO)C(=O)NC[C@H](c2ccccc2)OC1=O
40	33%	13%	43%[activator]	-9%	0%	0%	14%	-1%	-13%	Cc1ccc(OCC(=O)Nc2ccc(F)cc2)c([N+](=O)[O-])n1
41	26%	40%	-1%	0%	-3%	0%	5%	-2%	4%	CCOC(=O)c1oc2ccccc2c1NC(=O)c1ccco1
42	17%	4%	0%	?	-11%	1%	?	0%	-6%	CC(=O)c1ccccc1C(=O)N1CCCC(CCC(=O)N2CCN(c3ccccn3)CC2)C1 (stereo not given)

Compound profiles, from the list above. Order of values: HP1b binding inh, RGS4 inh, Pin1 inhibitor, 12-LOX inh, Tb PGK inh, ERG Ets-DNA blk, rTrxR1 inhibitor, GLS inhibitor, JMJD2A Tudor
Listed for COc1ccccc1N1CCN(C(=O)CN2C(=O)COc3ccc(S(=O)(=O)N4CCOCC4)cc32)CC1 → 26%, 35%, 1%, -7%, 5%, -2%, 6%, -8%, -11%
Listed for NC(=O)CSc1nccn1Cc1ccc(Cl)cc1 → 10%, 7%, 0%, 1%, -4%, 12%, 4%[57.1 µM], 23%, -16%
